# High-throughput results as filed in PubChem.
# a7 integrin act – activates integrin-mediated alleviation for muscular dystrophy; alpha7betagal myoblasts, beta-gal FDG fluorescence, 48 h; Potency, µM (series often up to 38.3 µM), without a hit: top-dose activation, actives largely listed as activators; hit rate 0.064% among 350,000;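 also: potency is read from the fitted curve at half-maximal effect; 100% = response of the positive control SU9516; nearly all actives have a fitted effect of over 60% in size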
#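 Alpha7betagal+/- myoblasts (passage 13) were plated 16-24 hr, then exposed to compounds (1:260 dilution of DMSO stock) for 48 hours at 37C. After MPER lysis, β-galactosidase reporter activity was read as FDG fluorescence (ex 480/em 540) after 30 minutes.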
# MBNL1-CUG inh – blocks human MBNL1 binding to CUG repeat RNA; Q9NR56; TR-FRET MBNL1-His/biotin-(CUG)12 binding, 665/545 ratio; Potency, µM (highest dose often 57.5 µM), for inactives: top-dose activity change, negative = inhibition, most hits filed as inhibitors; hit rate 0.036% among 280,000; active = well fitted inhibition curve with a large enough effect in the signal ratio, with a control signal flat, not every such curve was filed as active; inconclusive = small, poorly fitted or top-dose-only effect, or effect the other way, or a change in a side signal; inactive = no such curve, though single readings can be large or run the other way; the % refers to the signal ratio; also: potency is read from the fitted curve at half-maximal effect; % is scaled to controls: 0 for no effect and ±100 for the full control effect
#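 Compounds (final 92 nM to 58 uM) are added to His-tagged MBNL1 and biotin-(CUG)12, then terbium anti-His antibody and streptavidin-XL665 (5 nM final). After 60 min at room temperature, the 665/545 nm ratio is read.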
# GALK inh – blocks human galactokinase activity. hit rate 0.007% among 270,000. AID 1868. Potency, µM (top dose mostly 57.5 µM), without a hit: at the highest dose activity change, negative = inhibition, actives largely listed as inhibitors. Purified GALK, Kinase-Glo residual ATP luminescence; also: potency is read from the fitted curve at half-maximal effect; % is scaled to controls: 0 for no effect and ±100 for the full control effect
# Target sequence (P51570 whole entry, looked up): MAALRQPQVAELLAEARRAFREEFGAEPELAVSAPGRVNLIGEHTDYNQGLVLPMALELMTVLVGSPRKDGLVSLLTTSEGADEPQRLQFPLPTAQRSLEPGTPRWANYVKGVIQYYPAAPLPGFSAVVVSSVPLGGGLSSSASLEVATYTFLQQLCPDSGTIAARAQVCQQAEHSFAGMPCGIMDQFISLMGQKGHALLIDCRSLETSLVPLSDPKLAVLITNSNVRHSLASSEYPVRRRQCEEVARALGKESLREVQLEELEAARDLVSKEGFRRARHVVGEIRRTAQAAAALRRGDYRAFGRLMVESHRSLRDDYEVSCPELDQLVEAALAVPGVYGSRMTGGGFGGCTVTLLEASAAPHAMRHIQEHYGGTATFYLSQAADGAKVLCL
#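 GALK at 5 nM final was combined with compound, 35 uM ATP and 100 uM galactose in HEPES pH8.0 with MgCl2 and DTT. The reaction ran one hour at room temperature before luminescent ATP detection.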
# A-T KAP1 phos – potential ataxia-telangiectasia treatments restoring KAP-1 phosphorylation. […] A-T fibroblasts, KAP-1 phosphorylation AlphaLISA; neocarzinostatin DNA damage 30 min before lysis. Potency, µM (doses to about 57.5 µM), without a hit: at the highest dose activation, hits mostly activators. hit rate 0.19% among 320,000. AID 485349; also: potency is read from the fitted curve at half-maximal effect; % of control where 0% means no effect; nearly all actives have a fitted effect of over 45% in size
#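 ATM-like activity read as KAP-1 phosphorylation via AlphaLISA donor/acceptor antibody pairs after lysis and 6 hr at 25C. Cells were ATM-null patient fibroblasts ([…], hTERT), dosed 60 min, then exposed to the DSB inducer NCS for 30 min.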
# KCNH2 WT inh – KCNH2 (human, wildtype) channel inhibition; Q12809; AID 720551; activity change, % at 1.84 µM; U2OS, BacMam KCNH2, thallium flux FluxOr; active compounds read low; hit rate 0.37% among 340,000;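 active = maximum activity change below -70%; inconclusive = maximum activity change between -70% and -50%; inactive = maximum activity change above -50%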; also: % is scaled to controls: 0 for no effect and ±100 for the full control effect
#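 U2OS cells were transduced with wild-type KCNH2 virus (2.03 x 10^8 / mL) for 4 h at room temperature, then cultured overnight at 37 C. Thallium flux was read with FluxOr dye. Rate constants were normalized to DMSO controls.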
# KCNH2 3.1 inh – inhibitors of human KCNH2 3.1 potassium channel isoform; U2OS KCNH2 3.1, thallium flux FluxOr; active compounds read low; activity change, % (tested at about 1.8 µM); hit rate 0.95% among 340,000; AID 720553;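 active = maximum activity change below -70%; inconclusive = maximum activity change from -70% to -50%; inactive = maximum activity change above -50%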;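 also: thallium influx rate constant from kinetic fluorescence after stimulation buffer; % is scaled to controls: 0 for no effect and ±100 for the full control effect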
#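 FluxOr-based Tl+ influx in U2OS cells transduced with KCNH2 3.1 virus; rate constants normalized to DMSO controls.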
# FBPA coupling cs – inhibits coupling enzyme system, counter-screen for aldolase hits | coupling enzyme system counterscreen, AmpLite Red fluorescence | activity change, negative = inhibition, % at 58.2 µM, hits read low | AID 2472 | hit rate 0.67% among 290,000; in the data active = activity change below about -30%; also: % is scaled to controls: 0 for no effect and ±100 for the full control effect
#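 Final compound at 57.5 uM, incubated 10 min at RT with coupling enzyme reagent (glyceraldehyde-3-phosphate), then 20 min with substrate and AmpLite Red detection. Fluorescence read at 525/598 nm; tests interference with the coupling assay, not aldolase inhibition.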
# TRPV1 agonist – activates the human vanilloid receptor TRPV1; hit rate 0.19% among 320,000; activation, % at 8.33 µM; TRPV1-expressing cells, Fluo-8 calcium influx, agonist mode; Q8NER1; AID 540275; in the data active = activation above about 80%; inconclusive = between about 30% and that limit; also: 0% is about no effect
#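 Cells expressing TRPV1 were dye-loaded with Fluo-8 and read kinetically: 10 s baseline, 3 min after compound (agonist portion), then 2 min after EC20 capsaicin (allosteric enhancer portion). Calcium-bound dye fluorescence at 480/520 nm.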
# S-ASM inh – human S-ASM enzyme inhibition; P17405; placental ASM, HMU-PC fluorogenic substrate, 60 min; hit rate 0.006% among 340,000; AID 504937; Potency, µM (titrated, usually from 57.5 µM), for the others: top-dose activity change, negative = inhibition, most hits filed as inhibitors; also: potency is read from the fitted curve at half-maximal effect
# Target sequence (P17405 47-631 limits assumed): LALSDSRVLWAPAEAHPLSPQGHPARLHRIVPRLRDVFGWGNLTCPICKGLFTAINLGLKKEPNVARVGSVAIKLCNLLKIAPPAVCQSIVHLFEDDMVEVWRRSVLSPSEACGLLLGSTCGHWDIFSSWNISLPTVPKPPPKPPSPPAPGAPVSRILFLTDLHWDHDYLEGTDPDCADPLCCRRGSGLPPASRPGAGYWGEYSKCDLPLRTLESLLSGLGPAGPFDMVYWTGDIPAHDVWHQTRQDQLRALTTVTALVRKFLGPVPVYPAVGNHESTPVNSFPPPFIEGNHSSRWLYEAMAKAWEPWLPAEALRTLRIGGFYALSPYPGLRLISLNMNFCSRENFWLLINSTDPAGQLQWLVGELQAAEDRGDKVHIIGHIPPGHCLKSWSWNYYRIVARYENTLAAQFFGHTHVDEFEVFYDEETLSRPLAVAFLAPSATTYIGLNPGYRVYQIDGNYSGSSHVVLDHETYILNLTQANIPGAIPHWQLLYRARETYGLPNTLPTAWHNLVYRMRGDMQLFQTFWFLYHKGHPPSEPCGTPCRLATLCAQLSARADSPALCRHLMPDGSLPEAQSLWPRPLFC
#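 Human placenta-derived ASM preincubated with compound 10 min at room temperature, then reacted with 9 uM (final) fluorogenic HMU-PC substrate for 60 min at 37 C. Stop solution raises pH to 10; fluorescence read at Ex 386/Em 447 nm.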
# CXXC DNA block – inhibitors of human MLL CXXC domain-DNA interaction | Q03164 | MLL-CXXC / FITC-HOXA9 DNA fluorescence polarization | Potency, µM (top dose mostly 115 µM), for inactives: at the top dose activity change, negative = inhibition, actives largely listed as inhibitors | hit rate 0.037% among 290,000; active = well fitted inhibition curve with a large enough effect in the polarisation, with a control signal flat, not every such curve was filed as active; inconclusive = small, poorly fitted or top-dose-only effect, or effect the other way, or a change in a side signal; inactive = no such curve, though single readings can be large or run the other way; the % refers to the polarisation; also: potency is read from the fitted curve at half-maximal effect
#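 Purified MLL-CXXC (added from a 7 uM solution) was preincubated 5 min at ambient with pinned compounds in 50 mM Tris-HCl pH 7.5, 50 mM NaCl, 1 mM DTT, 0.05% BSA. Fluorescein-labeled HOX-A9 DNA (50 nM solution) followed, 30 min, then polarization read.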
# An asterisk follows results filed as active; ? = inconclusive; . = no result given; [ ] = another dose, or the depositor's remark. Unless noted, calls follow the shape of the dose curve; as a rule, active = well fitted curve in the direction sought with a large enough effect; inconclusive = small, poorly fitted or top-dose-only effect, or another doubt; inactive = no such curve, though single readings can be large; an effect the other way counts as inactive or inconclusive.
molecule	a7 integrin act	MBNL1-CUG inh	GALK inh	A-T KAP1 phos	KCNH2 WT inh	KCNH2 3.1 inh	FBPA coupling cs	TRPV1 agonist	S-ASM inh	CXXC DNA block
COc1cccc(NC(=O)Nc2nnc(Cc3ccccc3F)s2)c1	0%	-1%	-2%	-20%	-4	-3	4	0	-6%	?
COc1cccc2c(SCC(=O)N/N=C/c3ccccc3)cc(C)nc12	-21%	30%	0%	4%	-2	-2	0	12	-4%	?
COc1ccc(NC(=O)Nc2ccc3c(c2)CC(=O)N([C@H](C)CO)C[C@H](C)[C@H](CN(C)Cc2ccc(C(=O)O)cc2)O3)cc1	18%	.	.	-2%	-14	-9	.	.	3%	.
CCOC(=O)[C@@H]1[C@H]2COc3ccc(Br)cc3[C@H]2N2C(=O)N(c3ccc(F)cc3)C(=O)[C@@]12C	23%	-13%	.	0%	11	-11	-1	-1	0%	8%
O=C(NCc1cccc(C(F)(F)F)c1)N1CCN(S(=O)(=O)c2ccccc2F)CC1	16%	-5%	8%	5%	-8	7	-1	?	0%	-1%
CN1CCN(S(=O)(=O)c2ccc(N(C)Cc3ccc(C(F)(F)F)cc3)c([N+](=O)[O-])c2)CC1	-18%	.	.	-13%	-12	-21	.	12	-18%	.
CCc1cccc(C)c1NC(=O)C1CCCN1C(=O)NCc1ccccc1 (configuration not stated)	-1%	-3%	-2%	0%	1	10	0	-1	5%	3%
Cc1cc(C)c2nc(SCC(=O)Nc3cc(C)on3)c(C#N)cc2c1	0%	363%[activator]	15%	7%	-1	-3	1	2	41%[activator]	8%
CCCOC(=O)c1ccc(NC(=O)Cc2cccs2)cc1	4%	1%	0%	4%	11	23	0	?	2%	-7%
O=C(CSc1ncccn1)Nn1cnnc1	-13%	-5%	2%	5%	-8	-2	3	1	0%	-5%
COc1ccccc1NC(=O)CON=C(N)CC(=O)NC1CCCCC1	-31%	.	.	7%	-4	-11	.	3	1%	.
Cc1cc(=O)nc2c3ccccc3n(CC(=O)Nc3ccccc3Br)n12	-16%	-17%	1%	-3%	3	1	1	1	-2%	-3%
Cc1cccc(Cn2c(Cc3ccccc3)nc3ccccc32)c1	3%	0%	-4%	4%	-2	2	10	23	-1%	2%
CCc1c(C)nc(SCC(=O)Nc2ccc3c(c2)OCCO3)[nH]c1=O	-58%[inhibitor]	?	11%	-4%	-9	5	6	4	0%	-2%
C/C(=N\Nc1nccnc1Cl)c1ccc(O)cc1	9%	16%	3%	5%	-4	-4	-1	-4	-2%	-1%

# Later entries.
molecule	a7 integrin act	MBNL1-CUG inh	GALK inh	A-T KAP1 phos	KCNH2 WT inh	KCNH2 3.1 inh	FBPA coupling cs	TRPV1 agonist	S-ASM inh	CXXC DNA block
CCC(c1nnnn1C1CCCC1)N1CCN(c2cccc(OC)c2)CC1 (configuration not stated)	-5%	-17%	6%	-5%	4	-12	-1	5	0%	0%
O=C1c2ccccc2OC2(C=Cc3ccccc3O2)N1Cc1ccccc1 (configuration not stated)	0%	0%	-3%	4%	0	-2	6	?	?	15%
CC(C)[C@H](NC(=O)OCc1ccccc1)C(=O)OCC(=O)NCCc1ccccc1	-17%	-3%	-4%	8%	13	-1	.	-2	0%	5%
CCOC(=O)c1cnc2ccccc2c1Nc1cccc(C(=O)O)c1	-26%	14%	-1%	-3%	-1	-4	10	1	-4%	6%
Cc1nnc(NC(=O)COc2ccc3c(C)cc(=O)oc3c2)s1	?	11%	-2%	0%	-6	-13	0	1	400%[activator]	6%
Cc1occc1C(=O)N1CCCC(Nc2ccc(F)cc2)C1 (configuration not stated)	2%	1%	2%	15%	16	-36	0	?	1%	-5%
O=C(NCc1ccccn1)C(=O)NCC1OCCCN1S(=O)(=O)c1cc(F)ccc1F (configuration not stated)	43%	2%	1%	4%	-7	0	.	0	8%	-4%
COC(=O)c1ccc(C(=O)NC2CCCc3c2cnn3-c2ccccc2F)nc1 (configuration not stated)	-36%	-5%	-1%	-3%	-7	9	3	-3	0%	8%
O=C(Nc1ccc(S(=O)(=O)N2CCCCC2)cc1)C1CCCCC1	13%	-3%	-4%	-13%	4	10	0	29	0%	-4%
CCOC(=O)c1cc(-c2ccc(F)cc2)n(CC(=O)Nc2nccs2)c1C	15%	.	.	.	-11	-7	.	.	-15%	.
O=C(CC1SC(N2CCCCC2)=NC1=O)Nc1cccc(C(=O)O)c1 (configuration not stated)	-11%	-21%	-2%	7%	9	-15	1	-1	-1%	13%
CC(NC(=O)CSc1ncccn1)c1ccc2c(c1)OCO2 (configuration not stated)	-9%	.	.	9%	4	-2	.	.	2%	.
O=C(NC1CCCCC1)NC1CC2CCC(C1)N2C(=S)NCc1ccco1 (configuration not stated)	-24%	-14%	0%	-6%	-21	4	5	0	5%	0%
O=C(COC(=O)c1ccccc1Br)NCCN1C(=O)CSC1=O	9%	-2%	5%	11%	-17	1	3	6	1%	0%
Cc1cc(=O)[nH]c2c1c(-c1ccccc1)nn2C	-22%	12%	6%	-6%	-9	1	0	-2	-1%	-9%

# Further compounds:
molecule	a7 integrin act	MBNL1-CUG inh	GALK inh	A-T KAP1 phos	KCNH2 WT inh	KCNH2 3.1 inh	FBPA coupling cs	TRPV1 agonist	S-ASM inh	CXXC DNA block
CCc1ccc(OCC(=O)Nc2nnc(-c3ccco3)s2)cc1	-27%	9%	7%	1%	-3	-9	-1	-1	-1%	14%
CC(OC(=O)c1ccc(C#N)cc1)C(=O)Nc1ccc(Cl)cn1 (configuration not stated)	12%	.	.	7%	6	-12	.	3	1%	.
Cn1c(C2=C(O)CN(Cc3ccccc3)C2=N)[n+](C)c2ccccc21	5%	-2%	-2%	0%	3	-3	0	2	6%	10%
CC(Oc1cc(F)ccc1[N+](=O)[O-])C(=O)Nc1ccc(S(=O)(=O)N2CCCC2)cc1 (configuration not stated)	-32%[inhibitor]	12%	9%	-5%	-3	13	0	1	-9%	-2%
Cc1cccc(C(=O)OCc2cc(=O)oc3c(C)c(C)ccc23)c1O	13%	6%	0%	0%	-4	12	0	20	6%	-13%
O=C(COc1ccc2ccccc2c1)N1CCN(C(=O)c2ccc([N+](=O)[O-])cc2)CC1	-17%	?	8%	0%	7	1	4	2	-7%	-4%
CCCSc1ccc([C@@H]2[C@@H]3C(=O)N(C)C(=O)[C@@H]3[C@]3(C(=O)OC)CCCN23)cc1OC	38%	.	.	-7%	7	4	.	5	-6%	.
Cc1ccc(NC(=O)COC(=O)CN2C(=O)c3ccccc3C2=O)cc1	-15%	.	.	-4%	-3	5	.	1	2%	.
CN1CCN(c2ccc(C(=O)c3ccc(F)cc3)cc2)CC1	-1%	5%	7%	8%	0	-13	1	1	-2%	6%
CCOC(=O)CCCCCC(=O)Nc1ccc2c(c1)CC(=O)N([C@H](C)CO)C[C@@H](C)[C@H](CN(C)Cc1ccc3c(c1)OCO3)O2	-10%	.	.	4%	-3	-4	.	.	-6%	.

# A run of entries taken from the entries so far, for reference:
molecule	a7 integrin act	MBNL1-CUG inh	GALK inh	A-T KAP1 phos	KCNH2 WT inh	KCNH2 3.1 inh	FBPA coupling cs	TRPV1 agonist	S-ASM inh	CXXC DNA block
Cn1c(C2=C(O)CN(Cc3ccccc3)C2=N)[n+](C)c2ccccc21	5%	-2%	-2%	0%	3	-3	0	2	6%	10%
CC(Oc1cc(F)ccc1[N+](=O)[O-])C(=O)Nc1ccc(S(=O)(=O)N2CCCC2)cc1 (configuration not stated)	-32%[inhibitor]	12%	9%	-5%	-3	13	0	1	-9%	-2%
Cc1cccc(C(=O)OCc2cc(=O)oc3c(C)c(C)ccc23)c1O	13%	6%	0%	0%	-4	12	0	20	6%	-13%
O=C(COc1ccc2ccccc2c1)N1CCN(C(=O)c2ccc([N+](=O)[O-])cc2)CC1	-17%	?	8%	0%	7	1	4	2	-7%	-4%
CCCSc1ccc([C@@H]2[C@@H]3C(=O)N(C)C(=O)[C@@H]3[C@]3(C(=O)OC)CCCN23)cc1OC	38%	.	.	-7%	7	4	.	5	-6%	.
Cc1ccc(NC(=O)COC(=O)CN2C(=O)c3ccccc3C2=O)cc1	-15%	.	.	-4%	-3	5	.	1	2%	.
CN1CCN(c2ccc(C(=O)c3ccc(F)cc3)cc2)CC1	-1%	5%	7%	8%	0	-13	1	1	-2%	6%
CCOC(=O)CCCCCC(=O)Nc1ccc2c(c1)CC(=O)N([C@H](C)CO)C[C@@H](C)[C@H](CN(C)Cc1ccc3c(c1)OCO3)O2	-10%	.	.	4%	-3	-4	.	.	-6%	.
